# Screening data: PubChem BioAssay, several laboratories
# PG9 Ab binder: small molecules binding HIV-1 gp120 antibody PG9; TR-FRET gp120-PG9 antibody binding; inhibition, % at 6.7 µM; hit rate 0.43% among 360,000; AID 624416; in the data active means inhibition above about 8.5%
# ssDAF12 agonist: S. stercoralis DAF-12 activation, primary screen; HEK293 ssDAF-12/GRIP1 lit1-tk-luc reporter, luminescence; % of 3 µM dafachronic acid response; activation, % at 6.8 µM; hit rate 1% among 370,000; AID 652126;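 active means activation above the mean over all tested compounds plus 3 SD, cut at about 0.9% in these data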;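 further: 0% = DMSO-only wells and 100% = 3 µM delta7-dafachronic acid wells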
# DAX1 inh-1: inhibitors of DAX1 repression of SF-1 activated StAR promoter | HEK293T StAR-luciferase reporter, SF-1/DAX-1 repression relief | inhibition, % at 6.8 µM | hit rate 1.1% among 370,000 | AID 652010;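 active means inhibition above the mean over all tested compounds plus 3 SD, cut at about 3.6% in these data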;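 further: 0% = DAX-1 cells with DMSO and 100% = cells lacking DAX-1 with DMSO; higher inhibition means more luminescence from relief of DAX-1 repression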
# hcDAF-12 act: activators of H. contortus DAF-12 nuclear receptor; HEK293 hcDAF-12 lit1-tk-luc reporter, luminescence; 0% DMSO, 100% Δ7-dafachronic acid; activation, % at 6.8 µM; hit rate 1.4% among 370,000;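 active means activation above the mean of all tested compounds plus 3 SD, cut at about 5.5% in these data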;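 further: 100% = response to 3 µM Δ7-dafachronic acid high control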
# GC-A act: GC-A (human) enzyme activation. activation, % at 10 µM. AID 1671463. HEK293 GC-A cells, cGMP TR-FRET, EC30 ANP; 0% at EC30 ANP, 100% saturating ANP. hit rate 0.14% among 370,000; in the data active means activation above about 40%
# SMARCA2 activ: SMARCA2 function activation, primary screen | MG213 cells, MMTV-luciferase reporter, dexamethasone, overnight | activation, % at 9.1 µM | hit rate 1% among 370,000; in the data active means activation above about 7.8%;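 further: 0% = vehicle wells and 100% = reference activator wells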
# hgDAF-12 ag: hgDAF-12 agonism, primary luciferase screen | HEK293 GAL4-hgDAF12 UAS-luciferase reporter, agonist luminescence; normalized to butyrate control | activation, % at 6.8 µM | hit rate 1.8% among 370,000;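 active means activation above a cutoff set at the mean of all screened compounds plus 3 SD, cut at about 10% in these data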;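 further: 0% = DMSO wells and 100% = sodium butyrate wells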
# ADAM17 inh: inhibitors of human ADAM17 | P78536 | recombinant ADAM17, EDANS/DABCYL FRET peptide cleavage | inhibition, % at 6.95 µM | hit rate 0.83% among 370,000 | AID 720648;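 active means inhibition above the mean of compounds lying between control limits plus 3 SD, set per campaign, cut at about 8.5% in these data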;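 further: 0% = DMSO-only wells as the low control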
# DAX1 inh-2: inhibits human nuclear receptor DAX1 | hit rate 0.99% among 340,000 | P51843 | AID 504766 | HEK293 Gal4-DAX1 luciferase reporter, luminescence | inhibition, % at 6.75 µM;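 active means inhibition above the mean over all tested compounds plus 3 SD, cut at about 4.2% in these data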;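 further: 0% = DAX1-transfected cells with DMSO and 100% = empty-vector control cells with DMSO; inhibition shows as a rise in luminescence from relieved DAX1 repression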
# Target sequence (P51843 207-470 limits assumed): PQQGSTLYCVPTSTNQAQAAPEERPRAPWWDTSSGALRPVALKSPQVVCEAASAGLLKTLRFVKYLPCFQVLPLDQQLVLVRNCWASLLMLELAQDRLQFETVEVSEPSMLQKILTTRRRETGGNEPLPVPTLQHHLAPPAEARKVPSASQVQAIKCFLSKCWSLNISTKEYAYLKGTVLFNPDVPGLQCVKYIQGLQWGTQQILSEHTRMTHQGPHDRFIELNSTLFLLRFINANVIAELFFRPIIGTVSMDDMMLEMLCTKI
# GAA850 FXN act: increases GAA850 frataxin promoter reporter activity; HEK293 lucGAA850 FXN promoter luciferase reporter, 24 h; percent of 10 µM SAHA response; activation, % at 6 µM; hit rate 0.56% among 360,000;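 active means activation above the average of all compounds screened plus 3 SD, cutoff fixed separately per campaign, cut at about 7.5% in these data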;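 further: 0% = DMSO wells and 100% = 10 µM SAHA wells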
# ADAM10 inh: inhibitors of human ADAM10; hit rate 0.62% among 370,000; AID 720582; inhibition, % at 7 µM; O14672; recombinant ADAM10, EDANS/DABCYL FRET peptide cleavage, 3 h;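 active means inhibition above a per-campaign cutoff equal to the mean of compounds falling between control-based bounds plus 3 SD, cut at about 20% in these data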;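 further: 0% = DMSO wells while the 100% control is not disclosed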
# Target sequence (O14672 214-748 limits assumed): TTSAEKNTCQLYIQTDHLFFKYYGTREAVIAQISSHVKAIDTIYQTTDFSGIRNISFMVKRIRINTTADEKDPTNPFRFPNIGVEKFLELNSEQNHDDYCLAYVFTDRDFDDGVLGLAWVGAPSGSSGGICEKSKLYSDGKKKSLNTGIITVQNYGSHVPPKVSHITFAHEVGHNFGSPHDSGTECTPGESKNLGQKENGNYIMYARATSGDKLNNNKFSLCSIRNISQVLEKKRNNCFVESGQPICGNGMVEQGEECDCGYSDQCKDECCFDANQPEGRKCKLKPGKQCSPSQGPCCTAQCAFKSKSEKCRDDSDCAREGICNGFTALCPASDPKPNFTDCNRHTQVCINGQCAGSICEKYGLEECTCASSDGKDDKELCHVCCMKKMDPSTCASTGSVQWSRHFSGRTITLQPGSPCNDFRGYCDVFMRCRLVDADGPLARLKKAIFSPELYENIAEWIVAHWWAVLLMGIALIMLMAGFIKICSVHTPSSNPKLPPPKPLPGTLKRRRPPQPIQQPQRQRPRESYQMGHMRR
# Active calls of the source: *; i = inactive; nt = not tested or not shown.
SMILES,PG9 Ab binder,ssDAF12 agonist,DAX1 inh-1,hcDAF-12 act,GC-A act,SMARCA2 activ,hgDAF-12 ag,ADAM17 inh,DAX1 inh-2,GAA850 FXN act,ADAM10 inh
COc1ccc(Br)cc1CNC(=O)C1CCCN(S(=O)(=O)N2CCC(C)CC2)C1 (stereo not drawn),0.8,-1.7,-2.9,-2.8,-11,-6,-4.8,1,0.0,-1.2,-6
CC(=O)n1cc(N(C(=O)CCl)c2ccc([N+](=O)[O-])cc2)c2ccccc21,-0.4,-1.9,-1.8,-2.0,-26,-14,-6.3,-5,-1.6,-4.3,-8
N#Cc1ccc(/C=N/NC(=O)c2cccc(S(=O)(=O)N3CCOCC3)c2)cc1,-2.4,-1.6,0.5,-0.1,1,-2,-1.2,0,0.9,0.2,4
CCCCN(C(=O)CSc1nncn1-c1ccccc1)c1c(N)n(Cc2ccccc2)c(=O)[nH]c1=O,-0.8,0.0,-0.4,-0.6,-2,1,1.8,3,-1.0,0.0,2
O=[N+]([O-])c1cc2c(ccc3occc32)o1,3.5,-1.1,-4.1,-0.8,1,2,-7.0,-1,nt,nt,-8
N#Cc1nc(Cc2ccccc2)oc1NCCCn1ccnc1,-1.2,0.1,0.8,-0.2,4,1,-0.4,-2,-2.2,-0.1,5
O=C(O)c1ccccc1-c1ccccc1C(=O)Nc1ccc2c(c1)C(=O)c1ccccc1-2,-1.9,-0.3,-0.3,3.7,-2,2,0.4,-2,1.8,0.0,4
CC1(C)CC(=O)C(CC(=O)NC2CCCc3ccccc32)C(=O)C1 (stereo not drawn),-0.8,-1.3,0.4,-1.0,-3,-5,-0.8,4,6.1*,-0.3,7
CC1Cc2ccccc2N1C(=O)CSc1nnnn1-c1ccc2c(c1)OCCO2 (stereo not drawn),-1.5,-0.5,-0.2,0.0,5,1,0.6,-2,-0.6,-0.2,7
Cc1ccc(C2=NOC(C)(c3nnc(-c4ccc(F)cc4)o3)C2)cc1 (stereo not drawn),-0.9,-1.3,-0.6,0.8,0,0,2.5,-3,-0.4,0.2,-2
COc1cc(NC(=O)COC(=O)c2[nH]c(C)c(C(C)=O)c2C)cc(OC)c1,0.8,-1.9,-3.3,-3.8,0,-1,-2.0,0,-3.1,1.3,2
CCN1C(=O)C(CC(=O)Nc2ccccc2)S/C1=N\c1ccccn1 (stereo not drawn),-1.4,-1.0,0.0,-0.1,nt,-2,-0.3,1,-0.1,-1.7,-1
Cc1cc(NS(=O)(=O)c2ccc(NC(=O)c3ccco3)cc2)no1,-0.9,-0.5,0.3,1.2,1,-1,0.5,4,1.3,-0.5,9
O=C1CCC([N+](=O)[O-])C(c2cccc(Cl)c2Cl)N1 (stereo not drawn),-0.4,-1.1,0.3,-0.7,3,0,-0.6,0,2.3,-1.8,5
O=C(CSc1nnc(-c2ccc(S(=O)(=O)N3CCCC3)cc2)o1)NCc1ccco1,0.8,-1.3,-0.6,-2.0,-1,0,1.1,0,-0.4,0.8,1
COc1ccc(-n2c(COc3ccccc3)n[nH]c2=S)cc1,-0.3,-0.7,1.4,1.6,-3,-3,-0.8,-3,0.3,0.9,-9
Cc1ccccc1NS(=O)(=O)c1ccc(C(=O)NCCCN2CCCC2=O)cc1,1.6,-1.2,0.8,-1.4,2,0,-1.3,-1,-0.4,-0.9,-5
O=c1[nH]c(CSc2nnc3ccccn23)nc2ccccc12,-3.3,-0.8,0.5,1.0,-2,-1,-0.9,4,0.1,1.1,11
COc1cc2c(cc1NC(=S)NC(=O)/C=C/c1ccco1)oc1ccccc12,-2.0,-1.2,-0.1,2.7,4,1,0.7,-1,-0.3,-0.3,0
Cc1ccc(C)c(S(=O)(=O)NCc2ccc(C(=O)N3CCC(Cc4ccccc4)CC3)cc2)c1,-1.2,-1.2,-1.9,-3.0,-5,-5,1.5,6,-1.2,-2.8,9
O=C(COc1ccc(-c2ccccc2)cc1)N/N=C/c1ccccc1Br,-0.4,-0.5,-0.4,-1.5,-5,3,1.8,1,-0.4,-2.1,7
COc1ccc(OC)c(C2(O)CSC(=Nc3cccnc3)N2Cc2ccco2)c1 (stereo not drawn),-2.6,-2.0,-0.2,-2.7,-6,-4,-2.4,3,-1.0,-2.1,13
CC(=O)Nc1ccc(S(=O)(=O)N(C)Cc2ccccc2)cc1,-2.3,-1.2,0.0,-2.1,4,2,-0.6,-2,1.4,2.1,0
CC1CCN(C(=O)CNC(=O)c2ccc(Br)o2)CC1,-0.1,-0.2,4.9*,5.2,2,3,8.6,0,1.9,3.5,-2
C/C(CC(=O)Nc1cc(C)ccn1)=N\NC(=O)c1cccc(C)c1O,-0.6,0.0,0.1,3.4,0,7,4.6,-17,-0.1,-4.0,-42

# Four entries from above, arranged by the value under ssDAF12 agonist, high to low:
smiles	PG9 Ab binder	ssDAF12 agonist	DAX1 inh-1	hcDAF-12 act	GC-A act	SMARCA2 activ	ADAM17 inh	DAX1 inh-2	ADAM10 inh
C/C(CC(=O)Nc1cc(C)ccn1)=N\NC(=O)c1cccc(C)c1O	-0.6	0.0	0.1	3.4	0	7	-17	-0.1	-42
O=C(O)c1ccccc1-c1ccccc1C(=O)Nc1ccc2c(c1)C(=O)c1ccccc1-2	-1.9	-0.3	-0.3	3.7	-2	2	-2	1.8	4
COc1cc2c(cc1NC(=S)NC(=O)/C=C/c1ccco1)oc1ccccc12	-2.0	-1.2	-0.1	2.7	4	1	-1	-0.3	0
N#Cc1ccc(/C=N/NC(=O)c2cccc(S(=O)(=O)N3CCOCC3)c2)cc1	-2.4	-1.6	0.5	-0.1	1	-2	0	0.9	4

# Individual results from above.
# `COc1ccc(Br)cc1CNC(=O)C1CCCN(S(=O)(=O)N2CCC(C)CC2)C1` (stereo not drawn) in DAX1 inh-2 has 0.0
# `C/C(CC(=O)Nc1cc(C)ccn1)=N\NC(=O)c1cccc(C)c1O` in PG9 Ab binder has -0.6

# (more compounds)
SMILES,PG9 Ab binder,ssDAF12 agonist,DAX1 inh-1,hcDAF-12 act,GC-A act,SMARCA2 activ,hgDAF-12 ag,ADAM17 inh,DAX1 inh-2,GAA850 FXN act,ADAM10 inh
Cc1cc(-c2ccccc2)nc(N(C)N)c1S(C)(=O)=O,-3.7,-1.1,0.2,-1.1,0,3,-3.2,-58,-0.3,2.8,-147
Cc1nc(-c2ccc(NC(=O)c3ccccc3)cc2)cs1,0.0,1.2*,4.5*,6.7*,2,3,12*,1,-2.2,0.4,-6
COC(=O)c1cc(S(=O)(=O)NCC2CCN(Cc3cccc(Cl)c3)CC2)c[nH]1,-0.2,-1.0,-0.1,0.1,-9,2,0.6,-3,0.0,1.6,-1
O=C(Nc1nnc(C2CC2)s1)c1cccnc1Oc1ccc(Cl)cc1,-0.6,-0.5,-0.7,-0.4,-4,-3,-1.4,-2,0.3,2.8,-13
Nc1cccc(N=[N+]([O-])c2cccc(N)c2)c1,-2.0,-0.4,0.8,-0.2,4,8.8*,11*,2,0.5,1.0,0
CN(C)/C=C/C(=O)c1ccc(OCCN(C)c2ccccn2)cc1,-0.3,-1.1,-0.5,-2.3,1,-4,-0.5,-22,-0.5,3.1,-56
Cc1cc(S(=O)(=O)Nc2ccc(N(C)C)cc2)c(C)s1,-2.3,-0.8,-0.7,-1.2,-8,-2,-3.6,-2,0.7,-0.5,7
Cn1cnnc1SCc1ccc(C(=O)O)cc1,0.9,-1.3,0.7,0.0,2,-1,2.1,-4,1.0,-1.5,3
CS(=O)(=O)N(CC(=O)NC1CCCC1)c1cccc(F)c1,0.7,-1.2,-0.8,-0.2,-3,-2,-2.7,-6,1.2,-0.8,-5
COc1ccc(C(=O)N[C@H](C(=O)NCCCn2nc(C)cc2C)C(C)C)cc1,0.5,-0.9,-1.4,-0.8,-3,-1,-2.5,-4,0.9,-0.8,-15
O=C(COC(=O)c1ccccc1O)Nc1cc([N+](=O)[O-])ccc1Cl,0.3,-1.7,-0.1,-0.7,-5,-1,-1.2,-7,0.8,1.2,2
Cc1cccc(C(=O)NC2CCN(S(=O)(=O)c3cccc(F)c3)CC2)c1,-0.8,-1.4,-0.1,-1.9,-4,0,-1.9,-4,1.7,-2.0,-1
N#Cc1cc(-c2ccc(Cl)cc2)cnc1Sc1ccc(F)cc1,-1.0,-0.8,-0.3,-0.7,3,3,0.7,-1,1.4,0.6,-1
COCCCNC(=O)Cc1c(C)c2cc3c(cc2oc1=O)OC(C)(C)CC3,-1.2,-1.6,0.0,-2.8,-2,-2,-1.1,i,1.2,1.4,i
CC(C)c1nc2cc(C(=O)NC(c3cccnc3)C(F)(F)F)ccc2o1 (stereo not drawn),-0.7,-0.5,-0.4,1.0,7,0,-0.7,-2,1.4,1.0,-4
CC(=O)Nc1cccc(/C(C)=N/NC(=O)c2ccc(O)cc2)c1,-2.3,-1.8,-0.5,-0.5,1,8.1*,5.9,-1,3.2,-0.8,0
N#C/C(=C\c1cn(Cc2ccccc2C#N)c2ccccc12)C(=O)NCc1cccs1,-3.5,-0.7,-0.3,-0.5,-10,2,-1.8,1,nt,nt,5
Cc1cccc(NC(=O)CCC(=O)OCc2ccc(Br)cc2)c1,-1.8,-1.0,-0.4,-1.8,2,-1,1.0,-3,2.0,0.3,1
CCN(CC(=O)NC)S(=O)(=O)c1ccc(C)cc1,-1.6,-0.8,0.1,-1.1,2,1,1.0,-2,1.0,2.6,1
O=C1CC(NS(=O)(=O)c2cccs2)CN1c1ccc(Cl)cc1 (stereo not drawn),-0.1,-0.9,-2.6,-1.1,0,-3,1.0,-5,0.0,2.0,-15
O=C1CCc2cc(S(=O)(=O)N3CCN(C(=O)c4ccco4)CC3)ccc2N1,2.1,-0.9,-0.2,-0.2,5,0,-0.9,-5,1.0,1.4,2
Cc1cc(C)c2c(n1)sc1c(N3CCN(CCO)CC3)ncnc12,-2.4,-1.4,-0.2,0.8,17,8.5*,5.3,-4,0.0,6.2,-14
O=C(Nc1nnc(SCC(=O)N2CCCCC2)s1)c1c(F)cccc1F,-2.3,-1.1,-0.1,-1.1,3,-2,-1.3,-3,0.6,0.3,-5
C[C@H](CO)N1C[C@H](C)[C@@H](CN(C)S(=O)(=O)c2ccc(F)cc2)Oc2ccc(NS(=O)(=O)c3ccccc3)cc2C1=O,0.3,-1.4,-0.1,-1.0,-1,1,0.4,-2,-0.6,-0.6,-9
Cc1cc([N+](=O)[O-])cnc1N1CCOCC1,-4.2,-0.8,-0.6,0.6,3,1,0.8,3,-2.6,4.5,4
CC(OC(=O)c1ccc2c(=O)n3c(nc2c1)CCCCC3)C(=O)Nc1ncc(Cl)cc1Cl (stereo not drawn),0.7,-1.8,0.2,-1.4,0,2,-0.4,-3,-1.1,1.9,-6
Cc1n[nH]c(C)c1C(=O)CC1(O)C(=O)N(CCc2ccccc2)c2ccc(Cl)cc21 (stereo not drawn),1.0,-1.5,-0.3,-1.7,-12,1,0.0,-2,0.1,-1.9,5
COc1ccc(NC(=O)C(=O)Nc2cccc3cccnc23)c(OC)c1,0.7,-1.2,-0.2,-0.6,-2,-1,1.9,-1,-0.2,-0.1,-2
CC(NC(=O)COc1ccc(Oc2ccccc2)cc1)C(=O)O (stereo not drawn),-0.8,0.0,0.0,-0.9,3,-3,-1.0,-2,0.3,2.4,-1

# Compounds as they come. About 6.8% of those tested had a hit in this group.
